# OX1R antag-1 – antagonists of human orexin 1 receptor; O43613; CHO/OX1R cells, Fluo-8 calcium fluorescence, orexin A; inhibition, % at 5 µM; 330,000 tested, 0.43% active; AID 434989;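 active means inhibition above its plate's threshold, mean inhibition of all tested compounds on the plate plus 3 SD, cut at about 37% in these data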;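 further: 0% = orexin A challenge wells and 100% = SB-334867-A antagonist wells; not every result past the cut was called active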
# Target sequence (O43613 whole entry, looked up): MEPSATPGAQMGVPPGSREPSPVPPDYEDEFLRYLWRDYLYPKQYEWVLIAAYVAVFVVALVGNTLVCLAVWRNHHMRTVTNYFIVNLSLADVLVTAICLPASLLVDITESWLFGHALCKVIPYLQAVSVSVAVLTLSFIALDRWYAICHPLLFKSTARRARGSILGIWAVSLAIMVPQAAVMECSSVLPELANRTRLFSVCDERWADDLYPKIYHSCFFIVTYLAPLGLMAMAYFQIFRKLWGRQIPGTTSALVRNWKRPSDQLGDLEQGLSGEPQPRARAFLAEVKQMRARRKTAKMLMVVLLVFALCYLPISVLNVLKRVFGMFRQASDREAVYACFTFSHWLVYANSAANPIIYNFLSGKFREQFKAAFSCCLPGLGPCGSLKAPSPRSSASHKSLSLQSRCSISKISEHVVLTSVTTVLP
# STK33 kinase inh – blocks human STK33 kinase activity; Q9BYT3; purified STK33, MBP phosphorylation, ADP-Glo luminescence; inhibition, % at 10 µM; 320,000 tested, 0.073% active;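 active means inhibition at or above 25%, using the most active replicate where run in duplicate; inactive means inhibition below 25%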
# Target sequence (Q9BYT3 whole entry, looked up): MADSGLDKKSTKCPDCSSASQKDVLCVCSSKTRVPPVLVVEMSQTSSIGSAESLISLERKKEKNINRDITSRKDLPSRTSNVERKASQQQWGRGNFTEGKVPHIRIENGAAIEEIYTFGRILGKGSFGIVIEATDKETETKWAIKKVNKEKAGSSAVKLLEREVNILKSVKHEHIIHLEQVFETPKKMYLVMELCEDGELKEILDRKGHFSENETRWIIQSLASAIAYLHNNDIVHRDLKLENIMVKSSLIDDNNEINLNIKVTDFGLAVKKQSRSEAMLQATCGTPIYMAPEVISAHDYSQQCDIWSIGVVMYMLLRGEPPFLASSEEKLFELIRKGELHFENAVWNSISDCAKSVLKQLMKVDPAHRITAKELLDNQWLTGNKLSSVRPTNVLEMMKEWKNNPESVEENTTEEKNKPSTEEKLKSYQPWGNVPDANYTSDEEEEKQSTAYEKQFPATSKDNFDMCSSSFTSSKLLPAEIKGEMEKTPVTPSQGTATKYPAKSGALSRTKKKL
# OX1R antag-2 – antagonists of human orexin 1 receptor (OX1R); inhibition, % at 6.6 µM; OX1R-expressing cells, FRET antagonist read-out; 330,000 tested, 1.8% active; AID 485270; O43613; in the data active means inhibition mostly above about 38%, no sharp cut-off; inactive means mostly below about 40%;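 further: 0% = agonist challenge alone and 100% = reference antagonist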
# * = called active by the depositor; / = not tested or not shown.
SMILES,OX1R antag-1,STK33 kinase inh,OX1R antag-2
O=C(OCC(=O)N1CCCC1)c1cc2c(cc1[N+](=O)[O-])OCCO2,3.8,0.3,16.5
CC(C)(C)OC(=O)NCCCC1=CC2=CC(=O)C(C)(OC(=O)C3CCCC3)C(=O)C2=CO1 (configuration not stated),-18.2,-1.5,35.9
COC(=O)c1ccc(S(=O)(=O)N2CCc3ccccc3C2)cc1,-24.9,-0.4,18.7
CC1(NC(=O)CC(c2ccccc2)(c2ccccc2)c2ccccc2)CCN(Cc2ccc(-c3ccccc3)cc2)C1=O (configuration not stated),-21.6,1.1,3.6
COc1ccc(N2CCN(CCNC(=O)Nc3ccc(C)cc3Cl)CC2)cc1,11.0,0.1,-10.1
O=C(c1ccc(Cl)cc1)N1CCN(S(=O)(=O)/C=C/c2ccccc2)CC1,-18.6,-1.0,2.9
COc1ccc(CCNC(=O)COC(=O)c2ccccn2)cc1,-3.0,0.8,2.6
NC(=O)Cc1ccc2c(c1)[nH]c1ccccc12,-0.7,-3.6,0.5
COc1ccccc1C(=O)N/N=C(\C)c1cccnc1,-28.6,-0.8,3.6
COc1ccc(CC(=O)Nc2cccc(-c3ccc4nnc(C)n4n3)c2)cc1,-23.9,-0.4,15.3
Cc1ccc(S(=O)(=O)Cn2nnnc2C(c2ccccc2)N2CCN(c3ccccc3)CC2)cc1 (configuration not stated),-31.6,-1.0,-0.1
CCOC(=O)N1CCN(C(=O)C2CC(c3ccc(F)cc3)=NO2)CC1 (configuration not stated),-3.5,2.9,11.9
COc1ccc(CCNC(=O)C2CCN(S(=O)(=O)c3ccc(Cl)cc3)CC2)cc1OC,-11.5,-2.3,2.9
CCc1noc(C)c1C(=O)Nc1ccc(S(=O)(=O)N2CCC(C)CC2)cc1,-7.3,0.6,2.0
Cc1ccc(NC(=S)N2CCN(CCN3C(=O)c4cccc5cccc(c45)C3=O)CC2)cc1,-36.0,0.8,31.2
CC(C)NC(=O)CCCN1C(=O)c2ccccc2Sc2ncccc21,-3.1,-1.7,-4.3
O=C(/C=C/c1cccc(Br)c1)Nc1nn[nH]n1,-3.5,0.0,13.5
CC(=O)N1CCc2cc(S(=O)(=O)CCC(=O)N3CCN(c4ccccc4)CC3)ccc21,-15.2,-0.6,7.2
CCc1nnc(NC(=O)c2c(-c3ccccc3)noc2C)s1,-29.4,1.7,12.3
CCOc1ccc(N2C(=O)CN(C)C2=S)cc1,-27.2,-0.3,19.9
O=C(COc1ccccc1F)N1CCCc2ccccc21,-7.5,0.8,4.8
Cc1ccc2c(c1)C(=O)OC1(O)C3C4C=CC(C4)C3C(=O)N21 (configuration not stated),-12.8,0.1,21.3
COc1cccc(CN(C)C(=O)c2ccc(C)c(S(=O)(=O)N3CCCCC3)c2)c1,-46.7,-0.4,7.7
CCOC(=O)C1(Cc2ccccc2)CCCN(Cc2ccc(OCCO)cc2)C1 (configuration not stated),-12.9,-0.3,4.6
O=C(O)C1CC(c2ccc(F)cc2)=NO1 (configuration not stated),8.6,-1.6,7.7
CC(=O)c1cccc(NC(=O)NC(C)C2CCCO2)c1 (configuration not stated),-10.7,1.0,12.5
CN(C)/C=C/C(=O)c1cnc2n(c1=O)CCS2,-5.0,-0.9,27.3
CCOc1ccc(Cl)cc1S(=O)(=O)N1CCC(C(=O)NCc2ccncc2)CC1,-19.4,-0.9,11.1
O=C1CCC/C=C\C[C@@H](CC(=O)N(CCO)Cc2ccccc2)C(=O)N2CCC[C@H]2CO1,15.3,0.6,14.1
O=C(Cn1c(=O)cnc2ccccc21)N1CCCc2ccccc21,-7.1,4.4,27.4
CC(C)c1nnc(NC(=O)CCS(=O)(=O)c2nc(-c3cccs3)cc(C(F)(F)F)n2)s1,-10.8,4.3,31.0
CC(=O)N1CCCc2cc(S(=O)(=O)Nc3ccc4c(c3)OCO4)ccc21,-35.4,-2.8,20.7
NS(=O)(=O)c1ccc2nc(NC(=O)C3=COCCO3)sc2c1,9.0,1.6,13.0
O=C(NC1CCCC1)C1CCCN1C(=O)Nc1ccccc1Cl (configuration not stated),-3.1,-0.7,7.5
O=C(O)c1nn(CCOc2ccccc2F)c(=O)c2ccccc12,-21.1,1.5,24.8
CCCn1c(=O)c2ccccc2n2c(SCCOc3ccccc3)nnc12,-26.8,-0.4,7.9
O=C(CN1CCCCCC1)Nc1cccc([N+](=O)[O-])c1,-14.5,-4.0,47.4
Cc1cc(NCc2ccc(F)cc2Cl)n2nnnc2n1,-20.6,3.7,31.5
Cc1cccc2cc3c(nc12)SC(=NCC1CCCO1)N(Cc1ccco1)C3 (configuration not stated),-35.0,0.7,31.1
O=C(NCc1ccco1)Nc1ccc(Br)cc1,-0.5,0.1,26.9
Cc1ccc(Cl)cc1NC(C#N)c1ccccc1 (configuration not stated),-23.7,-0.6,4.8
O=C(O)C1CCCCC1C(=O)NC(c1ccccc1)c1ccccc1 (configuration not stated),-15.2,-2.1,2.2
COc1cccc(C(=S)N2CCCC2)c1OC,-4.3,0.3,22.2
CC(=O)c1ccc(NC(=O)/C(=C\c2cccs2)NC(=O)c2ccco2)cc1,-17.4,/,15.3
CCOc1ccc(CC(=O)N2CCN=C2SCc2ccc([N+](=O)[O-])cc2)cc1,0.1,-1.3,6.1

# A section from the list above:
SMILES,OX1R antag-1,STK33 kinase inh,OX1R antag-2
Cc1ccc(Cl)cc1NC(C#N)c1ccccc1 (configuration not stated),-23.7,-0.6,4.8
O=C(O)C1CCCCC1C(=O)NC(c1ccccc1)c1ccccc1 (configuration not stated),-15.2,-2.1,2.2
COc1cccc(C(=S)N2CCCC2)c1OC,-4.3,0.3,22.2
CC(=O)c1ccc(NC(=O)/C(=C\c2cccs2)NC(=O)c2ccco2)cc1,-17.4,/,15.3
CCOc1ccc(CC(=O)N2CCN=C2SCc2ccc([N+](=O)[O-])cc2)cc1,0.1,-1.3,6.1

# Later entries
SMILES,OX1R antag-1,STK33 kinase inh,OX1R antag-2
O=C(Nc1nc2ccccc2[nH]1)NC1CCCCC1,-29.2,0.4,25.2
COc1ccc(-c2nc(-c3ccc(Br)o3)no2)cc1,-6.2,-0.4,12.5
CCn1c(SCc2ccc([N+](=O)[O-])cc2)nnc1C(C)NC(=O)c1ccc(C)cc1 (configuration not stated),-35.1,-1.2,6.4
Cc1ccc(C)c(C(C)NC(=S)NCc2ccc(F)cc2)c1 (configuration not stated),41.4*,0.8,30.6
Cc1cc(NC(=O)COC(=O)CNS(=O)(=O)c2c(F)cc(F)cc2Br)no1,6.7,-1.0,4.2
O=c1[nH]cnc2scc(-c3ccc(-c4ccccc4)cc3)c12,-2.3,-1.0,27.8
O=C1CSc2ccc(C(=O)NCCC3=CCCCC3)cc2N1,-11.0,-0.3,-0.6
O/N=C1/C2C3CC4C5C3C1C5C1(OCCO1)C42 (configuration not stated),-8.9,-0.3,7.5
COc1ccc(OC)c(NC(=O)C2CCCN2C(=O)OCc2ccccc2)c1 (configuration not stated),-35.3,/,7.9
COc1ccc(S(=O)(=O)n2nc(C)cc2C)c(C)c1C,-0.9,-0.7,6.7
c1ccc2c(c1)c1ccccc1n1c(-c3ccc4c(c3)OCO4)nnc21,-10.5,-1.5,25.2
O=C(NCc1ccc2c(c1)OCO2)c1cccc(Cl)c1,-12.4,2.4,-0.2
Cc1cccn2cc(CNc3ccccc3)nc12,-23.6,0.4,12.8
COc1ccc(C(=O)OCCNC(=O)c2ccncc2)cc1OC,-16.7,/,7.3
O=C(Nc1ccc(-c2cn3c(n2)SCC3)cc1)c1ccc2c(c1)OCO2,-1.8,-0.4,38.1
CCNc1nc(NC(C)C)nc(SCCOc2ccc(C)cc2)n1,-16.9,-1.8,17.9
NS(=O)(=O)c1ccc(CNC(=O)c2csc3c2CCCC3)cc1,-26.2,-0.2,12.5
CCc1nnc(NC(=O)CSc2nc3c(C)cccc3[nH]2)s1,-14.7,-1.0,8.5
O=C1C2CCCN2C(c2ccco2)N1c1ccc(F)cc1 (configuration not stated),9.8,-1.2,20.8
O=C(N/C(=C/c1cccs1)C(=O)N1CCCC1)c1ccccc1,-23.8,-1.8,15.2
CN1CCN(CC2(O)CCN(S(=O)(=O)c3ccc(Cl)cc3)CC2)CC1,-23.3,0.6,20.9
CC(=O)c1cn(C)c(=O)c2ccccc12,-16.7,0.2,1.6
Brc1ccc(Oc2nnnn2-c2ccccc2)cc1,-9.6,0.5,14.8
CC1(C)OC(=O)C(=CNC(CCC(N)=O)C(=O)O)C(=O)O1 (configuration not stated),-14.1,-0.6,6.8
CCOC(=O)Cc1csc(NC(=O)CSc2nnc(-n3nc(C)cc3C)c3ccccc23)n1,-12.8,-0.5,9.5
Cc1cc(C)n(Cc2ccc(NC(=O)c3nn(C)cc3[N+](=O)[O-])cc2)n1,4.5,-1.4,17.1
O=C(NC(=S)Nc1ccccc1N1CCCC1)c1ccc(-c2cccc([N+](=O)[O-])c2)o1,-16.3,-0.5,15.8
Cc1ccc(C)c(NC(=S)N2CCC(c3nc4ccccc4s3)CC2)c1,-28.0,-0.5,25.4
COc1cc(C(O)P(=O)(OC(C)C)OC(C)C)cc(OC)c1OC (configuration not stated),-13.4,0.7,11.8
CCC(=O)c1cn(CC(=O)Nc2cccc(C)c2)c2ccccc12,-15.1,0.3,16.2

# Grouped by structure: the compounds so far with bromine.
SMILES,OX1R antag-1,STK33 kinase inh,OX1R antag-2
O=C(/C=C/c1cccc(Br)c1)Nc1nn[nH]n1,-3.5,0.0,13.5
O=C(NCc1ccco1)Nc1ccc(Br)cc1,-0.5,0.1,26.9
COc1ccc(-c2nc(-c3ccc(Br)o3)no2)cc1,-6.2,-0.4,12.5
Cc1cc(NC(=O)COC(=O)CNS(=O)(=O)c2c(F)cc(F)cc2Br)no1,6.7,-1.0,4.2
Brc1ccc(Oc2nnnn2-c2ccccc2)cc1,-9.6,0.5,14.8

# Next structures
SMILES,OX1R antag-1,STK33 kinase inh,OX1R antag-2
O=C(CCN1C(=O)/C(=C/c2ccccc2F)SC1=S)NCCCn1ccnc1,-10.6,1.0,11.2
CCOC(=O)C(NC(C)=O)(Nc1ccc(S(N)(=O)=O)cc1)C(F)(F)F (configuration not stated),-13.9,-0.2,9.9
COCC(=O)N1CCC(Oc2ccc(C(=O)NC(C)c3csc(C)n3)cc2)CC1 (configuration not stated),5.0,-1.1,1.1
COc1nc(NCC(C)C)nc(Oc2ccc(=O)n(-c3ccccc3)n2)n1,-26.6,-3.7,10.6
Cn1c(C(C#N)C2=C(Cl)C(=O)N(c3ccccc3)C2=O)nc2ccccc21 (configuration not stated),1.8,-0.2,21.8
Cc1nn(CC(=O)Nc2ccc(C(=O)N3CCCC3)cc2)c(=O)c2ccccc12,-35.7,/,11.5
S=c1nc(-c2ccccc2Br)[nH][nH]1,-4.7,-2.7,7.3
COc1ccccc1CN1CCNC(=O)C1CC(=O)N(C)CC1CCOCC1 (configuration not stated),-3.3,0.2,8.2
CCOc1ccc(C(=O)Nc2ccc(NC(=O)c3cccs3)cc2)cc1[N+](=O)[O-],-15.4,-1.9,11.7
CC(C)c1c(C(=O)N/N=C/c2ccsc2)nnn1-c1nonc1N,-23.3,-0.7,-0.1
O=C(NCc1ccccc1)c1onc(CSc2ccc(F)c(F)c2)c1C(=O)NCc1ccccc1,-13.3,0.8,10.4
CC(C)C(C(=O)O)N1C(=O)/C(=C/C=C/c2ccco2)SC1=S (configuration not stated),0.4,11.3,21.4
Cn1c(S(=O)(=O)Cc2ccc(Cl)cc2)nc2ccccc21,-2.2,0.0,3.2
CNC1=C([N+](=O)[O-])CC([N+](=O)[O-])=C(N2CCNCC2)N1C,3.2,-0.1,24.4
Fc1cccc(/C=C2\CCCC3=C2NC(=S)NC3c2cccc(F)c2)c1 (configuration not stated),-2.5,0.2,17.4
CN(C)S(=O)(=O)c1cccc(NC(=S)N/N=C/C(c2ccccc2)c2ccccc2)c1,-13.3,-2.5,13.9
CC(C)(C)n1cnc2cc(NC(=O)c3ccccc3)ccc21,-18.6,2.2,-8.9
Cc1cccc(NC(=S)NNC(=O)c2cccc([N+](=O)[O-])c2)c1,1.6,-6.3,6.7
Cc1cc2cc(CNC(=O)c3ccc(Br)o3)ccc2[nH]1,-20.3,-1.0,13.2
COc1ccc(CCNC2CCC(c3ccccc3)CC2)cc1 (configuration not stated),-25.8,-1.2,11.9
COc1ccc(C(=O)CN2C(=O)NC3(CCCCCC3)C2=O)c(OC)c1,-30.8,-1.8,16.7
C=CCn1c(=NC(=O)c2ccc(S(=O)(=O)N3CCCc4ccccc43)cc2)sc2cc(S(N)(=O)=O)ccc21,11.2,0.2,32.5
Cc1ccc(NS(=O)(=O)c2ccc(C(=O)Nc3nncs3)cc2)cc1,16.4,-1.3,21.7
Cc1cc(C)[n+]2[nH]c(N)c(N=Nc3ccccc3)c2n1,-30.8,0.1,31.6
Cc1ccccc1-c1nc(-c2ccc(Br)o2)no1,-32.0,-1.6,-4.0
Cc1ccc(NC(=O)C(=Cc2ccc(C(=O)O)cc2)C(=O)Nc2ccc(C)cc2C)c(C)c1,-9.8,-1.0,11.5
Cc1ccc(S(=O)(=O)N(CC(O)CN2CCCC2)c2ccccc2)cc1 (configuration not stated),-26.9,-0.7,5.9
CCOc1ccc(NC2=C(Cl)C(=O)N(Cc3ccccc3)C2=O)cc1,51.1*,2.0,32.8
Cn1c(=O)n(C)c2cc(S(=O)(=O)Nc3cc(Cl)ccc3O)ccc21,-28.3,-0.5,17.4

# Compounds were not picked by outcome; about 2.2% have a hit in one of these screens.
